CHT PAM: human CHT allosteric activation; CHT-expressing cells, membrane potential dye, choline EC20; stronger effect = higher value; LV-AA mutant CHT in HEK293 cells; AID 488977; 310,000 tested, 0.49% active; B-score at 10 µM;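 active means initial fluorescence not abnormally high and integrated response B-score, plate-corrected, over 3 SD above library mean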
Target sequence (Q9GZV3 whole entry, looked up): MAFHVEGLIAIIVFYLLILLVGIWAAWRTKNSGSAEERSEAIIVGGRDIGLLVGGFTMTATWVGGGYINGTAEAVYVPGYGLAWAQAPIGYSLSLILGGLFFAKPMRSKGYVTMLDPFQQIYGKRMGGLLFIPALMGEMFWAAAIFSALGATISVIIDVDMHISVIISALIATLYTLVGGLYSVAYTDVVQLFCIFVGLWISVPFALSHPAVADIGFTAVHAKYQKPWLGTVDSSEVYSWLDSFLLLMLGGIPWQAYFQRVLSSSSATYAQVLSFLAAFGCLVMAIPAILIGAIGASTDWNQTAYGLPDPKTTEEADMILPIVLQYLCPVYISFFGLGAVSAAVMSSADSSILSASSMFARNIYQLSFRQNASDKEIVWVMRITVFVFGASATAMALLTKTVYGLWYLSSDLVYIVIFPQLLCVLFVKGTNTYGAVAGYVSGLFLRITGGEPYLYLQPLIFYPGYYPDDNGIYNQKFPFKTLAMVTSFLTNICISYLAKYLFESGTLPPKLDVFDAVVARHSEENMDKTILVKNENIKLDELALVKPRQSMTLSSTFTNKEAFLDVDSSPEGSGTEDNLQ
CHT block: inhibitors of human choline transporter CHT; Q9GZV3; B-score at 10 µM; AID 488975; CHT-expressing cells, membrane potential dye, choline response; stronger effect = lower value; 310,000 tested, 0.86% active;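 active means B-score over 3 SD under the library average, and starting fluorescence ratio not unusually high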;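 further: choline stimulus applied at its EC90 after an EC20 pre-addition; B-score computed on integrated fluorescence ratio after choline addition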
* = called active by the depositor; i = inactive.

SMILES	CHT PAM	CHT block
Cc1ccc(NS(=O)(=O)c2c(C(=O)N3CCOCC3)c(C)n(C)c2C)cc1C	i	i
CCN=C1SC(CC(=O)NCCc2ccc(OC)c(OC)c2)C(=O)N1CC (stereo not given)	i	i
CC(=O)c1cccc(NC(=O)CN(c2cccc(F)c2)S(C)(=O)=O)c1	i	i
Cc1cc(C)n(-c2c(C)[nH]c3ccccc23)n1	i	i
CCCc1nnc2n1N=C(c1ccc([N+](=O)[O-])cc1)CS2	i	i
Cc1cccc(C(=O)NCc2nnc(SC(C)C(=O)Nc3nnc(C)s3)n2C)c1 (stereo not given)	i	i
CC(NC(=S)Nc1ccc(F)cc1)c1ccccc1 (stereo not given)	i	i
O=S(=O)(c1cccc(-c2nnc(SCc3ccc(Cl)cc3)o2)c1)N1CCCCC1	i	i
O=C1C(Cl)=C(NC(=O)c2ccccc2)C(=O)C(Cl)=C1NC(=O)c1ccccc1	i	i
COc1cc2c(cc1NC(=O)c1cccc(Br)c1)CCCC2	i	i
COc1ccc(CN2CCCC(C(=O)Nc3cccc(-n4cccn4)c3)C2)c(F)c1 (stereo not given)	i	i
CCN(CCn1cccn1)Cc1nc(-c2ccc(C(=O)OC)cc2)no1	i	i
CCCC(=O)NNC(=O)c1c(O)c2ccccc2[nH]c1=O	i	i
CSc1ccc2c(c1)C(N1CCN(C)CC1)Cc1ccc(F)cc1S2 (stereo not given)	i	i
CC[C@H](C)[C@H](NC(=O)c1ccccc1)C(=O)NC(CC(=O)O)c1ccc(F)cc1 (stereo not given in full)	i	i
CCOC(=O)c1sc(NC(=O)CSc2nnc(C(C)C)n2C)nc1C	i	i
C#CCOCCOCCOCCNc1nc(N2CCN(C(=O)CCCCCCCCCCNC(=O)[C@H](CCCCN)n3cc(CCO)nn3)CC2)nc(N2CCN(C(=O)CCCCCCCCCCNC(=O)[C@H](CCCCN)n3cc(CCCC(=O)O)nn3)CC2)n1	i	i
Cc1ccc(-c2nn3c(C)nnc3s2)cc1NC(=O)c1cccs1	i	i
COc1cc(Cl)c(CN2CCCC(CO)(Cc3ccccc3)C2)cc1OC (stereo not given)	i	i
COC(=O)CN=Cc1c(C)[nH]n(-c2ccccc2)c1=O	i	i
CSc1nc2ccccc2n1Cc1cccc(F)c1	i	i
CCNc1nc(NC(C)C)nc(N(C#N)CCOc2ccc(Cl)cc2Cl)n1	i	i
C=CCn1c(SCC(=O)Nc2ccc3c(c2)OCO3)nc2ccccc2c1=O	i	i
Fc1ccc2nc3c(nc2c1)CCCC3	i	i
O=C(NCCc1ccccc1)c1cc(=O)[nH]c2ccccc12	i	i
O=C(O)CSc1nnc(-c2ccc(S(=O)(=O)N3CCCC3)cc2)n1Cc1ccco1	i	i
COc1ccccc1/C=C1/SC(=S)N(CCC(=O)Nc2cccnc2)C1=O	i	i
CCn1c(C(=O)O)c(CC(=O)Nc2ccc(Br)cc2C)c2ccccc21	i	i
NC(=O)C1CCN(c2c([N+](=O)[O-])cc(C(F)(F)F)cc2[N+](=O)[O-])CC1	i	i
CC(C)c1ccc(/C=C2\SC(=S)N(CCC(=O)N3CCCCC3CCO)C2=O)cc1 (stereo not given)	i	i
COc1ccccc1OCCNC(=O)C1CC(=O)N(c2ccc3c(c2)OCCO3)C1 (stereo not given)	i	i
CCC(C)NC(=O)CNC(=O)c1nn(-c2ccc(OC)cc2OC)c(=O)c2ccccc12 (stereo not given)	i	i
COC(C(=O)Nc1ccnn1C1CCN(Cc2nccs2)CC1)c1ccccc1 (stereo not given)	i	i
CC(=O)NC(CC(=O)NC1CCCCC1)c1ccccc1 (stereo not given)	i	i
Cc1ccc(C)c(NC(=S)NNC(=O)c2ccco2)c1	i	i
COc1ccccc1/C=N/n1c(C)nnc1-n1nc(C)cc1C	i	i
CC(Oc1cccc(Cl)c1)C(=O)Nc1ccncc1 (stereo not given)	i	i
O=C(COc1ccc(F)cc1)N1CCC(c2ccccc2)C1 (stereo not given)	i	i
COc1ccc(N(C(=O)Cn2nnc3ccccc32)C(C(=O)NC(C)(C)C)c2ccc(OC)c(O)c2)cc1 (stereo not given)	i	i
CCNC(=O)Cn1c(=O)c2c(ncn2Cc2ccccc2)n(Cc2ccccc2)c1=O	i	i
COc1cc(N2C(=O)NC3CC2(C)Oc2ccccc23)cc(OC)c1OC (stereo not given)	i	i
CCc1ccc(/C=C/c2c([N+](=O)[O-])c(=O)n(C)c(=O)n2C)cc1	i	i
CC(C)CCN1CCN(Cc2ccsc2)CC1CCO (stereo not given)	i	i
Cc1csc(NC(=O)C2C3C=CC(O3)C2C(=O)O)n1 (stereo not given)	i	i
CCCn1c(C2CCCN2c2nc(C)cs2)nc2cc(Cl)c(Cl)cc21 (stereo not given)	i	i
Cn1/c(=N/N=C/c2ccc(Cl)c([N+](=O)[O-])c2)sc2ccccc21	i	i
CCCc1cc(=O)oc2cc3occ(C)c3cc12	i	i
CCOCCCN(C(=O)Cn1nnc(-c2ccc(C)o2)n1)C(C(=O)NCC1CCCO1)c1ccc(F)cc1 (stereo not given)	i	i
COc1cc(C(=O)NC(C)CCc2ccccc2)cc(OC)c1OC (stereo not given)	i	i
CCOc1ccc(CCNC(=O)COC(=O)c2cccnc2OCC)cc1OCC	i	i
O=C(NCc1ccccn1)c1n[nH]c2ccccc12	i	i
COc1ccccc1C(=O)N/N=C(\C)CC(=O)Nc1ccccc1NC(C)=O	i	i
Cc1sc2ncn(CC(=O)NCC3COc4ccccc4O3)c(=O)c2c1S(=O)(=O)N1CCOCC1 (stereo not given)	i	i
O=S(=O)(Cc1ccccc1)N1CCCCC1	i	i
c1coc(CNc2ncnc3c2oc2ccccc23)c1	i	i
COC(=O)c1c(-c2ccc(F)cc2)csc1NC(=O)C1CCCO1 (stereo not given)	i	i
COC(=O)c1sccc1NC(=S)Nc1cc(OC)ccc1OC	i	i
Cc1cccc(Nc2nc(N)nc(CN3CCC(C(N)=O)CC3)n2)c1C	i	i
O=C(CC1Nc2ccccc2NC1=O)NCCCN1CCCCCC1 (stereo not given)	i	i
CCN(CC(=O)Nc1ccc(NC(C)=O)cc1)C(=O)CSCC(=O)Nc1ccc(C)cc1	i	i

(next part)
SMILES	CHT PAM	CHT block
O=C(Nc1ccc(Oc2cccnc2)cc1)C1CCN(Cc2ccccc2)CC1	i	i
CSc1c(-c2ccccn2)c(N)nn1C(=O)C1CC1	i	i
CCOc1ccccc1NC(=O)Cn1c(=O)n(CCC(=O)NC2CCCC2)c(=O)c2ccccc21	i	i
O=C(CCn1cnc2ncccc2c1=O)N1CCN(c2cccc(Cl)c2)CC1	i	i
Cc1ccc(N2CCN(C(=O)c3ccccc3Br)CC2)c(C)c1	i	i
COc1cccc(CNC(=O)CCCSc2ccccc2)c1	i	i
Cc1ccc(Nc2nc(N)nc(CN3CCN(Cc4ccc5c(c4)OCO5)CC3)n2)c(C)c1	i	i
CCN(CC)c1ccc(NS(=O)(=O)c2ccc(OC)cc2)cc1	i	i
O=S1(=O)[C@H]2C[C@@H]3CC[C@]2(CN1Cc1cccc(F)c1)O3	i	i
O=C1/C(=C/c2ccccc2Cl)SC(=S)N1CCC(=O)N1CCCCC1CCO (stereo not given)	i	i
COc1ccc(S(=O)(=O)NC2CC(C)(C)NC(C)(C)C2)c2ccccc12	i	i
O=C1C(Cc2ccccc2)Nc2ncnc(N3CCc4ccccc4C3)c2N1Cc1ccc(Cl)cc1 (stereo not given)	i	i
COc1ccc(C(=O)Nn2c(CC(C)C)nc3cc(OC)c(OC)cc3c2=O)c(OC)c1	i	i
CC(=O)OCCN1C(=O)c2ccc(-c3nc4ccccc4c(=O)o3)cc2C1=O	i	i
Cc1ccc(N(C)S(=O)(=O)c2c(C)noc2/C=C/N(C)C)cc1	i	i
O=C(NCCc1ccccc1)C1CCCN(C(=O)Nc2ccc(F)cc2)C1 (stereo not given)	i	i
COC(=O)CNC(=O)COC(=O)c1ccc(Cl)nc1	i	i
Cc1ccc(C2(C(F)(F)F)NC(=O)N3N=C4CCCCCN4C3=C2C#N)cc1 (stereo not given)	i	i
O=C(CN(c1cccc(C(F)(F)F)c1)S(=O)(=O)c1ccccc1)N1CCOCC1	i	i
Cc1nc2c(sc3nc4c(cc32)COC(C)(C)C4)c(=O)n1CC(=O)NCc1ccco1	i	i
Nc1nc(NCc2ccccc2)n(-c2ccccc2)n1	i	i
COc1ccc(CNCc2cn(-c3cccc(F)c3)nc2-c2ccc(C)o2)cc1	i	i
CCOc1ccccc1C(=O)NCC(=O)NCCCc1ccccc1	i	i
Cc1cc(C(=O)N/N=C2\CCCC(=O)C2)c(C)n1-c1ccccc1	i	i
CCNC(=O)COC(=O)CCC(=O)c1cccs1	i	i
Clc1c(Cl)c(Cl)c2n[nH]nc2c1Cl	i	i
COc1ccc(CCNC(=O)C2CCCN(S(=O)(=O)c3ccc(F)cc3)C2)cc1OC (stereo not given)	i	i
CCOC(=O)N1CCC(Nc2c(Nc3ccc(F)cc3)c(=O)c2=O)CC1	i	i
COCCN(CC1CCCN(C2Cc3ccccc3C2)C1)C(=O)CCC(C)=O (stereo not given)	i	i
CCC(Oc1ccccc1)C(=O)NCc1cccnc1 (stereo not given)	i	i
O=C(NCc1n[nH]c(=O)c2ccccc12)C1CC(=O)N(c2ccc(Cl)cc2)C1 (stereo not given)	i	i
COc1ccc2cc(CCC(C)=O)ccc2c1	i	i
COc1cc(Cl)nn(-c2ccccc2)c1=O	i	i
Cc1cc(C)cc(N(CC(=O)NCc2ccc3c(c2)OCO3)C(=O)CCC(=O)Nc2ccccn2)c1	i	i
CCOc1ccccc1-n1c(SCC(N)=O)nnc1-c1ccc(O)cc1	i	i
CCOC(=O)C(C)On1c(-n2nc(C)cc2C)nc2ccccc2c1=O (stereo not given)	i	i
COc1ccc(C(=O)CSc2nc(C(C)(C)C)nc3ccccc23)cc1	i	i
CCOC(=O)C1CCN(C(=O)CSCc2nc(-c3ccc(OCC)cc3)oc2C)CC1	i	-7.6*
CCCNS(=O)(=O)c1cc(Cl)ccc1OC	i	i
CC(NC(=O)c1ccccc1SCC(=O)N1CCCC1)c1ccc(F)cc1 (stereo not given)	i	i
COc1ccc2cc(CN(CC3CCCO3)S(=O)(=O)c3ccc(C(C)=O)cc3)c(=O)[nH]c2c1 (stereo not given)	i	i
Fc1ccc(C(Nc2ccccn2)c2c[nH]c3ccccc23)cc1 (stereo not given)	i	i
CCN(CC)S(=O)(=O)c1cccc2nsnc12	i	i
Cc1cc(O)c2/c(=N\N)c(-c3csc(C)n3)coc2c1	i	i
Cc1cccc(C(=O)Nc2cc(C)ccc2NC(=O)COc2ccccc2)c1	i	i
CCn1nc(C(=O)OCc2cccc(S(=O)(=O)N(C)C)c2)c2ccccc2c1=O	i	i
Cc1ccccc1OCC(=O)NC(=S)Nc1ccc(S(=O)(=O)NC2CCCCC2)cc1	i	i
Cc1nc(C)c(CCNC(=O)c2ccc(C(F)(F)F)cc2)s1	i	i
O=C(NCc1cccnc1)c1sc2ccccc2c1Cl	i	i
COc1cccc(OC)c1C(=O)Nc1cccnc1	i	i
COc1ccccc1NC(=O)Cn1c(C)nc2c(sc(=S)n2Cc2ccco2)c1=O	i	i
CCc1cc(=O)oc2c3c(cc(OCC(=O)NCCCCCC(=O)O)c12)OC(C)(C)CC3	i	i
COc1ccc(Cl)cc1C(=O)NNC(=O)COC(=O)CC(NC(C)=O)c1ccccc1 (stereo not given)	i	i
CCOc1cc(C(=O)Nc2cnccn2)cc(OCC)c1OCC	i	i
COc1ccc(Cl)cc1NC(=O)CS(=O)(=O)c1cccc2nsnc12	i	i
COc1ccc(C(=O)Nn2cnc3ccccc3c2=O)cc1[N+](=O)[O-]	i	i
O=C(COc1ccc2c(-c3ccccc3)cc(=O)oc2c1)NCCCn1ccnc1	i	i
O=C(Nc1ccc(Cl)cc1)N1CC=CCC1	i	i
COc1ccc(-n2c(SCC(C)=O)nc3sc(C)c(C)c3c2=O)cc1	i	i
CC(=O)N[C@@H](Cc1c[nH]c2ccccc12)C(=O)OCc1ccc(C#N)cc1	i	i

Entries of single compounds, looked up by structure. Values in the order: CHT PAM | CHT block
Cc1ccccc1OCC(=O)NC(=S)Nc1ccc(S(=O)(=O)NC2CCCCC2)cc1 across the screens: i | i
COc1ccc(Cl)cc1NC(=O)CS(=O)(=O)c1cccc2nsnc12 across the screens: i | i
CCOC(=O)C(C)On1c(-n2nc(C)cc2C)nc2ccccc2c1=O (stereo not given) across the screens: i | i
O=C(COc1ccc2c(-c3ccccc3)cc(=O)oc2c1)NCCCn1ccnc1 across the screens: i | i
CC(NC(=O)c1ccccc1SCC(=O)N1CCCC1)c1ccc(F)cc1 (stereo not given) across the screens: i | i

A draw from above in order of formula weight, rising.
SMILES	CHT PAM	CHT block
Cc1cccc(Nc2nc(N)nc(CN3CCC(C(N)=O)CC3)n2)c1C	i	i
CCOC(=O)C(C)On1c(-n2nc(C)cc2C)nc2ccccc2c1=O (stereo not given)	i	i
Cc1ccccc1OCC(=O)NC(=S)Nc1ccc(S(=O)(=O)NC2CCCCC2)cc1	i	i

Next entries
SMILES	CHT PAM	CHT block
CCn1c(=O)cc(SCC(=O)Nc2cccnc2)c2ccccc21	i	i
CCCNC(=O)c1cc(-c2ccc(OC)cc2)n(CCCOC)c1C	i	i
OC(CCN1CCCCC1)(c1ccccc1)c1ccccc1	i	i
Cc1ccc(NC(=S)NCC(C)CSc2ccc(Cl)cc2)cc1 (stereo not given)	i	i

Source: PubChem (Johns Hopkins Ion Channel Center)
